Bioassay records as filed in PubChem BioAssay.
KB-3-1 tox: qHTS assay for MDR1-selective chemotherapeutics: Primary screen using the parental adenocarcinoma cell KB-3-1; Potency, µM (titrated, usually from 46.1 µM), for the others: at the top dose activity change, negative = cytotoxic, most hits filed as cytotoxic; AID 1347075, 2019; 400,000 compounds, 1.4% hits; KB-3-1 viability, CellTiter-Glo ATP luminescence, 72 h; note: potency is the fitted concentration of half-maximal effect; % is set by controls: 0 for no effect and ±100 for the full control effect; nearly all actives have a fitted effect of over 60% in size
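Cytotoxicity in the drug-sensitive parental line KB-3-1 was scored as loss of CellTiter-Glo luminescence following 72 h incubation with compound. Values come from curve fitting of normalized concentration-response data.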
ATXN viability: Viability Counterscreen for Primary qHTS for Inhibitors of ATXN expression; S2 cells (HEK-293 line with an ATXN2-luciferase reporter) viability, CellTiter-Fluor protease fluorescence, 24 h; Potency, µM (series often up to 56.7 µM), hits mostly cytotoxic; 400,000 compounds, 0.49% hits; AID 651635, 2014; note: potency is the fitted concentration of half-maximal effect; nearly all actives have a fitted effect of over 40% in size
HT1080-NT tox: qHTS for induction of synthetic lethality in tumor cells producing 2HG: qHTS for the HT-1080-NT fibrosarcoma cell line. HT-1080-NT fibrosarcoma viability, CellTiter-Glo ATP luminescence, 48 h. Potency, µM (doses to about 46.1 µM), inactives show at the top dose activity, negative = less viability, hits mostly cytotoxic. 360,000 compounds, 1.6% hits. AID 686970, 2013;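 note: NT is the 2HG producing partner of a matched IDH1 knockdown line; potency is the fitted concentration of half-maximal effect; 0% = DMSO-treated cells and -100% = media-only wells without cells; nearly all actives have a fitted effect of over 55% in size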
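750 cells/well, RPMI + 5% FBS; 2 h settle, compound pin-transfer, 48 h at 37 degrees C. CellTiter-Glo 10 min RT, luminescence. Normalized to DMSO and media-only wells.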
IL-1B inflam inh: qHTS for Inhibitors of Inflammasome Signaling: IL-1-beta AlphaLISA Primary Screen | 360,000 compounds, 4.7% hits | activity change, % at 57.5 µM | THP-1 LPS/ATP IL-1B secretion, AlphaLISA, 16 h; stronger effect = lower value | AID 743279, 2014; in the data active = activity change below about -50%; inconclusive = mostly about -30% to -49%; note: % is set by controls: 0 for no effect and ±100 for the full control effect
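Secreted IL-1B measured by AlphaLISA bead assay after 16 h compound exposure of THP-1 cells; compounds (final up to 57.5 uM) added 1 h before LPS (250 ng/mL) and ATP (1.25 mM) stimulation; lower signal means less secretion.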
ATXN2 expr inh: Primary qHTS for Inhibitors of ATXN expression; AID 1745845, 2022; Potency, µM (series often up to 57 µM), for the others: at the highest dose activity change, negative = inhibition, actives largely listed as inhibitors; 360,000 compounds, 0.72% hits; HEK-293 ATXN2-luciferase reporter, luminescence, 24 h; note: potency is the fitted concentration of half-maximal effect; % is set by controls: 0 for no effect and ±100 for the full control effect; nearly all actives have a fitted effect of over 55% in size
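ATXN2-luciferase reporter cells (luciferase flanked by upstream and downstream ATXN2 gene portions) were treated 24 h at 37 °C with compounds at up to 57 uM. SteadyGlo luminescence gave expression; GF-AFC fluorescence gave viability.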
MCF10A rerep: A quantitative high throughput screen for small molecules that induce DNA re-replication in MCF 10a normal breast cells | MCF 10A DNA re-replication, Hoechst nuclear intensity, 48 h | Potency, µM (titrated, usually from 46.1 µM), inactives show at the top dose activity, positive = re-replication, most hits filed as activators | 350,000 compounds, 2.9% hits | AID 624296, 2012; note: potency is the fitted concentration of half-maximal effect; % of control where 0% means no effect; nearly all actives have a fitted effect of over 50% in size
SW480 rerep: A quantitative high throughput screen for small molecules that induce DNA re-replication in SW480 colon adenocarcinoma cells; SW480 DNA re-replication, Hoechst DNA content imaging, 48 h; Potency, µM (top dose mostly 46.1 µM), inactives show top-dose re-replication activation, usual class: activators; 340,000 compounds, 1.8% hits; note: potency is the fitted concentration of half-maximal effect; % of control where 0% means no effect; nearly all actives have a fitted effect of over 55% in size
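Hoechst fluorescence of nuclei (405 nm excitation, 500-530 nm emission) measured by plate-scanning imager after 48 hr compound exposure at 37 C; re-replication scored as increased number of nuclei with elevated intensity.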
KB-V1 MDR tox: qHTS assay for MDR1-selective chemotherapeutics: Primary screen using the drug-selected MDR subline cells KB-V1. AID 1347076, 2019. KB-V1 MDR cells viability, CellTiter-Glo, 72 h. 400,000 compounds, 3.4% hits. Potency, µM (top dose mostly 46.1 µM), inactives show at the top dose activity change, negative = cytotoxicity, actives largely listed as cytotoxic; note: potency is the fitted concentration of half-maximal effect; % is set by controls: 0 for no effect and ±100 for the full control effect; nearly all actives have a fitted effect of over 60% in size
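Compound-treated KB-V1 multidrug-resistant cells, 72 h, 37 degrees C; viability by CellTiter-Glo. Fitted qHTS curves give the values.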
HT1080 IDH1KD tx: qHTS for induction of synthetic lethality in tumor cells producing 2HG: qHTS for the HT-1080-IDH1KD cell line; 360,000 compounds, 2% hits; AID 686971, 2013; Potency, µM (doses to about 46.1 µM), for inactives: at the top dose activity, negative = toxicity, most hits filed as cytotoxic; HT-1080 IDH1 knockdown viability, ATP luminescence, 48 h;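 note: potency is the fitted concentration of half-maximal effect; 0% = DMSO wells and -100% = cell-free medium wells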
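Cytotoxicity counter-line: IDH1KD HT-1080, 48 h, CellTiter-Glo. Curves classed by r2, magnitude and activity.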
* hit, by the source's call; i = inactive; ? = inconclusive; · = not tested or not shown; [ ] = dose if it differs, or a comment. Unless noted, calls come from the whole dose curve; as a rule, active = well fitted curve in the direction sought with a large enough effect; inconclusive = small, poorly fitted or top-dose-only effect, or another doubt; inactive = no such curve, though single readings can be large; an effect the other way counts as inactive or inconclusive.

molecule	KB-3-1 tox	ATXN viability	HT1080-NT tox	IL-1B inflam inh	ATXN2 expr inh	MCF10A rerep	SW480 rerep	KB-V1 MDR tox	HT1080 IDH1KD tx
CN(/N=C/c1ccccc1)C(=S)c1ccccc1	-1.1%	i	-15.8%	1.9	·	0.4%	-0.8%	3.3%	-6.0%
COC(=O)CCC(C)C1CCC2C3CCC4CC(O)CCC4(C)C3CC(O)C12C (centres undefined)	0.0%	?	?	-11.5	?	20.6µM*	1.1%	-0.1%	?
O=C(COC(=O)c1c2c(nc3ccccc13)CCCCC2)NCc1ccc2c(c1)OCO2	-1.9%	i	-7.4%	15.7	2.5%	?	15.3%	-30.5%	-14.5%
O=C(c1ccc([N+](=O)[O-])o1)N1CCN(Cc2ccccc2)CC1	0.9%	i	-10.0%	-3.8	·	21.1%	?	-0.5%	-14.3%
CC(=O)NCCNc1ccc([N+](=O)[O-])cc1C#N	8.3%	i	2.6%	13.0	5.6%	3.2%	-40.7%[inhibitor][1.84 µM]	4.0%	1.0%
Cc1ccc(NCc2n[nH]c(=S)n2Cc2ccccc2)cc1Cl	4.8%	i	-23.7%	-10.2	-6.8%[11.3 µM]	21.3%	-7.0%	-35.3%	-20.2%
CCOc1c(Br)cc(/C=N\NC(=O)c2ccccc2)cc1OC	-1.4%	i	15.1%	-89.4*	·	1.6%	-1.3%	?	1.1%
CCOC(=O)c1ccc(-c2cccc(C(F)(F)F)c2)nc1C	14.8%	?	8.5%	4.1	20.0%	9.5%	-1.8%	0.7%	2.2%
NC(Cc1ccccc1)c1csc(NC(=O)c2cccc(OC(F)(F)F)c2)n1 (centres undefined)	?	?	14.6µM*	·	?	·	·	?	?
COC(=O)C1=C(CS(=O)(=O)c2ccc(C)cc2)NC(=O)NC1c1ccc(OC)c(OC)c1 (centres undefined)	2.1%	i	16.2%	0.0	3.0%	0.8%	-32.2%[inhibitor]	24.6%	10.3%
COc1ccc(OCC(=O)N/N=C/C2CC=CCC2)cc1 (centres undefined)	2.6%	i	-7.4%	0.0	-8.8%	-5.3%	-6.3%	-4.2%	6.0%
Cc1nn(C)c(C(=O)NNC(=S)NCc2ccco2)c1Br	-12.1%	i	18.4%	30.3	·	19.9%	-3.8%	-15.8%	-2.5%
CCOC(=O)c1c(NC(=O)c2noc(C)c2[N+](=O)[O-])sc(C(C)=O)c1C	-0.7%	i	0.9%	?	14.9%	?	9.0%	-0.7%	-0.8%
CC(=O)N1CCCN(C(=O)c2cc(COc3c(F)cccc3F)on2)CC1	3.6%	i	-6.3%	0.0	5.6%	8.3%	-1.3%	-4.9%	1.3%
CC(CCc1ccccc1)NC(=O)COC(=O)C1=COCCO1 (centres undefined)	6.4%	i	2.6%	-2.3	-6.7%	-4.3%	-0.9%	0.1%	7.8%
CCOC(=O)c1ccccc1NC(=O)Cn1cnc2c(cnn2C(C)(C)C)c1=O	1.7%	i	10.9%	0.9	1.2%	?	-2.3%	-16.7%	5.7%
O=C(NCC1CCOCC1)c1ccc2nc(Cc3cccc(Cl)c3)oc2c1	-3.3%	i	-13.6%	-12.0	16.2%	9.1%	-0.4%	-24.2%	-18.5%
ClC(Cl)(Cl)C1=NCc2nnn(Cc3ccccc3)c2N1	-2.5%	i	0.8%	25.1	8.2%	·	·	-8.5%	15.1%
Cc1ccccc1C(=O)N(C)[C@H]1C[C@H]2c3[nH]c4ccccc4c3CCN2C(=O)[C@H]1[C@H](C)O	4.0%	i	-9.7%	-15.2	3.3%	·	·	?	1.4%
Cc1ccc(Nc2nnc(-c3ccccc3N)o2)cc1C	-18.5%	i	-4.5%	-10.0	24.3%	16.3%	20.0%	?	-7.3%
O=C(NCCc1ccco1)c1nn(Cc2ccccc2)c(=O)c2ccccc12	?	i	-17.3%	-7.2	0.2%	14.1%	-5.7%	?	-2.5%
c1ccc(NC2=NCCN2CC2CCCC2)cc1	19.0%	i	3.1%	3.6	-4.3%	-3.4%	3.7%	-1.2%	-1.4%
Cc1ccc(OCC(O)CN2CCN(Cc3ccc4c(c3)OCO4)CC2)cc1C (centres undefined)	-6.0%	i	-5.2%	14.3	-2.2%	?	?	?	0.4%
O=C(NCc1ccc(Cl)cc1)c1noc2c1CCCCC2	-4.2%	i	-5.2%	-4.9	6.0%	-17.3%	?	20.6µM*	2.4%
Cc1cccc(-c2noc(-c3ccc(NCc4cccnc4)c([N+](=O)[O-])c3)n2)c1	-5.2%	i	·	·	12.3%	·	·	3.1%	·
CC(C)Cc1csc(NC(=O)c2ccc(Br)cc2)c1C(=O)O	-1.9%	i	-0.6%	-9.7	-2.9%	0.0%	-4.7%	-11.8%	0.4%
Cc1ccccc1OCc1nc2ccc(S(=O)(=O)N3CCOCC3)cc2[nH]1	3.5%	i	-9.0%	-2.2	-4.1%	5.3%	0.0%	20.6µM*	1.6%
O=C(CSc1nccc(=O)[nH]1)Nc1ccc(F)c(Cl)c1	1.1%	i	9.4%	-4.7	8.4%	0.7%	-1.8%	-20.7%	5.4%
COc1ccc(S(=O)(=O)N2CCC(C(=O)NCCC(=O)NCc3ccncc3)CC2)cc1	7.6%	i	0.4%	10.7	-0.1%	0.1%	-8.7%	24.4%	24.5%
COC(=O)Nc1nnc(/C=C/c2ccc(OC)cc2)s1	-0.8%	i	-2.1%	10.4	35.9%[activator]	3.5%	1.9%	-23.5%	-4.2%
COc1cc(OC)c(C2N(c3ccc(Cl)cc3)C(=O)C3CCCN32)cc1OC (centres undefined)	10.5%	i	-26.5%	-5.3	-3.7%	-1.3%	-4.0%	?	-26.8%
COc1ccc(NC(=O)Cc2nnc(SCC(=O)c3ccc(F)cc3)n2C)cc1	27.8%	i	14.8%	-0.3	-12.5%	-7.3%	-2.6%	-18.9%	1.3%
COc1ccc(CC(=O)NCc2ccccc2Cl)cc1S(=O)(=O)N1CCOCC1	1.9%	i	2.9%	10.1	0.5%	0.0%	0.1%	3.6%	-0.7%
COc1cc2oc3ccccc3c2cc1N(CC(=O)N(C)C)S(=O)(=O)c1ccc(C)cc1	12.2%	i	-0.3%	8.8	-24.7%	1.1%	-6.3%	?	-2.1%
CN(C)c1ccc(CNC(=O)C(Cc2ccccc2)NS(=O)(=O)c2ccc3c(c2)oc(=O)n3C)cc1 (centres undefined)	12.2%	i	·	·	9.3%	·	·	12.5%	·
c1cc(CCCc2ccncc2)ccn1	-8.4%	i	-5.0%	17.7	0.4%	0.1%	-1.6%	16.4%	-1.8%

Three entries already listed, arranged by their value in IL-1B inflam inh, high to low.
Molecule	IL-1B inflam inh	SW480 rerep
c1cc(CCCc2ccncc2)ccn1	17.7	-1.6%
Cc1ccccc1OCc1nc2ccc(S(=O)(=O)N3CCOCC3)cc2[nH]1	-2.2	0.0%
O=C(CSc1nccc(=O)[nH]1)Nc1ccc(F)c(Cl)c1	-4.7	-1.8%

Next section
molecule	KB-3-1 tox	ATXN viability	HT1080-NT tox	IL-1B inflam inh	ATXN2 expr inh	MCF10A rerep	SW480 rerep	KB-V1 MDR tox	HT1080 IDH1KD tx
Cc1cccc(/C=N\NC(=O)c2csnn2)c1	-1.3%	i	-2.1%	-12.8	38.9%	-1.2%	-2.6%	?	-1.2%
CC(C)N1CCN(Cc2cccc(-n3cccn3)c2)CC1CCO (centres undefined)	3.3%	i	8.1%	2.0	·	2.3%	-4.7%	0.0%	0.0%
CCCCCOC(=O)c1cc(=O)[nH]c2ccccc12	8.2µM*	i	-21.3%	13.9	37.8%	?	-1.1%	2.31µM*	-4.6%
CCCS(=O)(=O)N1CCN(Cc2ccco2)CC1	15.6%	i	20.4%	10.5	2.7%	0.0%	-2.0%	0.0%	17.2%
CCOC(=O)N1CCN(C(=O)c2c(-c3c(Cl)cccc3Cl)noc2C)CC1	-0.5%	i	-19.9%	-3.6	4.7%	-32.4%[inhibitor]	-35.4%[inhibitor]	-6.8%	0.0%
CCCCn1c(=S)[nH]c2cc(S(=O)(=O)N3CCCCC3)ccc21	-11.9%	?	-2.1%	37.7	·	5.6%	-4.5%	9.7%	-0.7%
O=C(CSc1ncccn1)NCc1ccc2c(c1)OCO2	1.8%	i	7.4%	3.4	31.9%	9.4%	-17.9%	6.1%	2.6%
CCn1cc(C(=O)N(C)c2ccc(C(C)C)cc2)c2cc(OC)c(OC)cc2c1=O	-1.7%	i	·	·	-27.3%	·	·	-5.3%	·
Cc1nnc(SCc2ccccc2C#N)n1-c1ccccc1	13.1%	i	-0.4%	-5.4	6.6%	1.7%	-7.5%	-5.1%	0.0%
Cc1c(NS(=O)(=O)c2ccc(N=NN(C)C)cc2)c(=O)n(-c2ccccc2)n1C	-4.0%	i	8.6%	14.4	-10.3%	2.8%	-4.2%	-9.2%	3.5%
COc1ccc(-c2noc(CCC(=O)N3CCN(c4ccc(C(F)(F)F)cc4)CC3)n2)cc1	0.0%	i	-1.4%	4.5	6.5%	?	-1.8%	-0.6%	-1.5%
Cc1cccc(CC(Cc2nc3ccccc3[nH]2)c2nc3ccccc3[nH]2)c1 (centres undefined)	?	?	18.4µM*	-75.5*	?	?	20.3%	?	25.9µM*
